inhibitors of VEEV: inhibitors of VEEV TC-83 cytopathic effect, confirmation, Vero cells (AID 588727); Vero cells, VEEV TC-83 cytopathic effect inhibition; higher % means a stronger effect; one-dose inhibition, % at 20 µM; IC50 in µM for titrated hits; 0.13% of 350,000 active; in the data active = a potency from the dose series; inconclusive = inhibition mostly from about 14% at the one dose, without a potency; inactive = the rest, 99 in 100 with inhibition below about 12%; note: strong numbers were not always called active
M. tuberculosis: growth inhibition of non-replicating M. tuberculosis (AID 488890); one-dose inhibition, % at 25 µM; IC50 in µM for titrated hits; 0.39% of 320,000 active; Mycobacterium tuberculosis non-replicating, growth inhibition; higher % means a stronger effect; in the data active = a potency from the dose series; inconclusive = inhibition mostly from about 82% at the one dose, without a potency; inactive = the rest, 99 in 100 with inhibition below about 76%;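 note: plate controls were DMSO cells for no effect and high antibiotic wells for full effect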
influenza NS1A: H1N1 influenza NS1A inhibitors, functional cell based assay (AID 504329); NS1A functional cell-based assay, percent inhibition; higher % means a stronger effect; 0.3% of 340,000 active; inhibition, % at 12.5 µM, or IC50 in µM where a hit was titrated; in the data active = a potency from the dose series; inconclusive = inhibition above about 27% without an active follow-up result; note: strong numbers were not always called active
M. tuberculosis HTS: M. tuberculosis growth inhibition, HTS (AID 449762). M. tuberculosis H37Rv growth inhibition, 7H9 media; higher % means a stronger effect. one-dose inhibition, % at 25 µM; IC50 in µM for titrated hits. 0.59% of 330,000 active; in the data active = a potency from the dose series; inconclusive = inhibition above about 70% without an active follow-up result;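 note: bacterial growth assessed after seven days of incubation; strong numbers were not always called active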
Salmonella PhoP GFP: PhoP regulon inhibitors, Salmonella typhi PhoP promoter GFP reporter, confirmatory (AID 1850); Salmonella Typhi PhoP-promoter GFP reporter, fluorescence, 4 h; higher % means a stronger effect; one-dose inhibition, % at 50 µM; IC50 in µM for titrated hits; 0.33% of 310,000 active; in the data active = a potency from the dose series; inconclusive = inhibition mostly from about 25% at the one dose, without a potency; inactive = the rest, 99 in 100 with inhibition below about 19%;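 note: 0% = induced wells with vehicle and 100% = uninduced wells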
inhibitors of VEEV 10K pilot screen: further read-out of inhibitors of VEEV, marked with its call; inhibition, %; measured here: 10K pilot screen inhibition
Starred values were filed as active, the others as inactive; i = inactive; ? = inconclusive; nt = no result given; & = joins results of further samples.

SMILES	inhibitors of VEEV	M. tuberculosis	influenza NS1A	M. tuberculosis HTS	Salmonella PhoP GFP	others
CCn1cc(C(=O)NCc2ccc3c(c2)OCO3)c2cc(OC)c(OC)cc2c1=O	i	-13%	0%	-3%	0%
Cn1cc(S(=O)(=O)N2CCC(Cc3ccccc3)CC2)c(=O)n(C)c1=O	2.5%	-10%	-8%	-5%	-2%
COC(=O)N/C(C)=C1/NC(=O)c2ccccc2C(c2ccccc2)N1 (stereo unspecified)	0.9%	-6%	4%	-12%	-5%	inhibitors of VEEV 10K pilot screen=0.1
CCNc1cccc2c1C(=O)N(C)C2=O	0.2%	1%	-5%	-3%	-31%
COc1ccc(Nc2nc(-c3ccccc3O)nc3ccccc23)cc1	5.3%	-5%	-2%	3%	-6%
COc1ccc2c3c(c(=O)oc2c1OCC(N)=O)CCCC3	1.4%	-8%	-12%	-4%	-6%
O=C(c1cccs1)N1CCC(c2nc3c(nnn3Cc3cccc(Cl)c3)c(=O)[nH]2)CC1	3.9%	28%	9%	6%	1%
CC1(C)SC(=S)N(/N=C/c2ccc(O)cc2)C1N(O)C(=O)Nc1ccc([N+](=O)[O-])cc1 (stereo unspecified)	7.2%	27%	12%	-1%	-17%
CC1=CC(=C(C#N)c2nc3ccccc3s2)C=C(C)N1c1ccc(F)cc1	0.6%	-2%	-2%	-4%	5%
Cc1ccc(NC(=O)Cn2nc(C(=O)O)c3ccccc3c2=O)cc1S(=O)(=O)N1CCCCCC1	1.7%	nt	-2%	nt	nt

The list goes on; it opens with the 6 that closed the last part.
SMILES	inhibitors of VEEV	M. tuberculosis	influenza NS1A	M. tuberculosis HTS	Salmonella PhoP GFP	others
COc1ccc(Nc2nc(-c3ccccc3O)nc3ccccc23)cc1	5.3%	-5%	-2%	3%	-6%
COc1ccc2c3c(c(=O)oc2c1OCC(N)=O)CCCC3	1.4%	-8%	-12%	-4%	-6%
O=C(c1cccs1)N1CCC(c2nc3c(nnn3Cc3cccc(Cl)c3)c(=O)[nH]2)CC1	3.9%	28%	9%	6%	1%
CC1(C)SC(=S)N(/N=C/c2ccc(O)cc2)C1N(O)C(=O)Nc1ccc([N+](=O)[O-])cc1 (stereo unspecified)	7.2%	27%	12%	-1%	-17%
CC1=CC(=C(C#N)c2nc3ccccc3s2)C=C(C)N1c1ccc(F)cc1	0.6%	-2%	-2%	-4%	5%
Cc1ccc(NC(=O)Cn2nc(C(=O)O)c3ccccc3c2=O)cc1S(=O)(=O)N1CCCCCC1	1.7%	nt	-2%	nt	nt
COc1ccc(CC(=O)NC2CCS(=O)(=O)C2)cc1 (stereo unspecified)	1.9%	-5%	-5%	11%	6%
O=C(Nc1ccc2ccccc2c1)c1nn(C23CC4CC(CC(C4)C2)C3)cc1Br	2.2%	17%	4%	2%	8%
CN1CCN(c2nc(-c3ccc(Cl)cc3)cc(=O)[nH]2)CC1	1.2%	4%	-3%	-8%	1%
c1ccc2c(c1)[IH]c1ccccc1-2	i	nt	0%	nt	nt
COc1cc(C(=O)NCCC(=O)NCc2c(F)cc(F)cc2F)cc(OC)c1OC	4.9%	-10%	1%	-3%	-10%
CN(C)c1nc(SCCOC(=O)COc2ccc(Cl)cc2Cl)nc(N(C)C)n1	i	?	-2%	69%	-2%
CCNC(=O)CC1SC(=Nc2ccc(C)c([N+](=O)[O-])c2)N(C)C1=O (stereo unspecified)	i	-1%	nt	-6%	8%
O=C(Nc1nnc(SCC(=O)N2CCOCC2)s1)C1CC(=O)N(c2ccc(F)cc2)C1 (stereo unspecified)	2.7%	-7%	-8%	-11%	2%
Cc1ccc(-n2cnnn2)c(S(=O)(=O)N2CCOCC2)c1	0.1%	-5%	-10%	-3%	0%
CC12CC3CC(C)(C1)CC(C(=O)N1CCN(C(=O)C4CCCO4)CC1)(C3)C2 (stereo unspecified)	2.2%	-9%	-9%	-13%	1%
Cc1cccnc1NC(=O)CNC(=O)c1ccccc1	1.6%	-3%	-13%	-8%	nt
Cc1cc(NC(=O)C2CCC2)n(-c2ccccn2)n1	i	nt	28%	-3%	-9%
O=C(Cn1cnc2ccccc2c1=O)c1ccc(OC(F)F)cc1	0.9%	11%	-16%	4%	-19%
CN1CCN(c2ccc(NC(=O)c3ccc(-c4ccccc4F)o3)cc2)CC1	25µM*	nt	13%	?	nt
COc1cccc(/C=C/C(=O)NCc2cn3cc(Cl)ccc3n2)c1OC	1.7%	2%	-1%	7%	4%
O=C(Nc1cccc(-c2cscn2)c1)C1CCN(Cc2ccccn2)CC1	1.0%	nt	9%	nt	nt
CCOc1ccc(N(C(=O)c2cnsn2)C(C(=O)NC2CCCCC2)c2ccncc2)cc1 (stereo unspecified)	0.5%	20%	-5%	3%	-1%
Cc1cc(-c2n[nH]c(=S)n2/N=C/c2cc([N+](=O)[O-])ccc2Cl)n[nH]1	4.2%	nt	4%	nt	nt
O=C(COC(=O)CCN1C(=O)C2CC=CCC2C1=O)Nc1ccc(Cl)cc1F (stereo unspecified)	0.9%	17%	-6%	-5%	nt
O=C(O)c1ccccc1-c1ccccc1C(=O)NNc1ccccc1	0.2%	74%	-1%	16%	1%
CS(=O)(=O)OCCCCOS(C)(=O)=O	i	12%	-8%	-2%	6%
COc1cc2ccccc2cc1C(=O)OCC(=O)N(CC(C)C)c1c(N)n(Cc2ccccc2)c(=O)[nH]c1=O	11%	39%	1%	11%	-7%
Cc1cc(Cl)c2oc(C(=O)N3CCN(c4ccncc4)CC3)c(C)c2c1	11%	?	10%	61%	-6%
[O-]/[N+](=C/c1ccc(F)cc1)c1ccc(Cl)cc1	5.2%	38%	-7%	2%	-14%
CC(C)(C)NC(=O)C(c1ccc(O)cc1)N(Cc1ccco1)C(=O)Cn1nnc(-c2cccs2)n1 (stereo unspecified)	1.0%	39%	-1%	9%	-5%
COC(=O)c1c(C(=O)OC)n(CCCN)c2ccc(C)cc12	i	42%	2%	-6%	2%
CCCn1c2ccccc2c2nc3ccccc3nc21	5.4%	15%	-22%	-3%	4%
CC(=O)c1ccccc1OCCn1nc(C(=O)O)c2ccccc2c1=O	1.8%	3%	5%	1%	1%
CCN(CC(=O)Nc1c(F)cccc1F)C(=O)c1cc(C)oc1C	2.2%	-16%	-7%	-9%	3%
COc1ccc(CN2C(=O)[C@H]3Cc4c([nH]c5ccccc45)C(C)(C)N3C2=O)cc1	4.1%	38%	5%	?	-11%	inhibitors of VEEV 10K pilot screen=6.2
CCCCC(c1nnnn1CC1CCCO1)N1CCN(c2cccc(C)c2C)CC1 (stereo unspecified)	1.2%	34%	0%	-5%	-2%
COc1ccc(NC(=O)[C@H](CCS(C)(=O)=O)N2Cc3ccccc3C2=O)c(OC)c1	2.8%	-6%	28%	-8%	-16%
COC(=O)C1(C)Nc2ccccc2C(=O)N1c1ccccc1OC (stereo unspecified)	0.9%	5%	2%	0%	-5%
Cc1ccc2nsnc2c1S(=O)(=O)N1CCN(Cc2ccc3c(c2)OCO3)CC1	0.3%	1%	5%	38%	2%&1%
Cc1cccc(C)c1NC(=S)NN(Cc1ccccc1)c1ccccc1	0.1%	61%	-1%	-9%	-13%
Cc1ccc(C)c(NS(=O)(=O)c2ccc3c(c2)NC(=O)CCS3)c1	1.8%	16%	3%	3%	-2%
CCN(C(=O)COc1cc(=O)n(CC)c2ccccc12)c1cc(Cl)ccc1OC	11%	-4%	3%	0%	-3%
COc1ccc(COC(=O)c2nc3nc(C)cc(C)n3n2)cc1F	0.9%	16%	0%	-7%	5%
CCOC(=O)c1c(NC(=O)c2ccncc2)sc(C)c1C	0.4%	10%	-13%	6%	4%
O=C(c1ccccc1)N1CCN(c2ccc([N+](=O)[O-])c(NCC3CCCO3)c2)CC1 (stereo unspecified)	6.8%	17%	13%	5%	0%
CCN1CCN(c2nc3ccccc3n3cnnc23)CC1	?	-2%	6%	-3%	1%
COC(=O)c1ccc(COc2ccc(/C=N/Nc3cccc(C(=O)O)c3)cc2)cc1	1.6%	52%	-5%	3%	-4%
COc1ccccc1Cn1nc(C(=O)O)c2ccccc2c1=O	1.2%	-6%	3%	1%	5%
CCC(C)NC(=O)CCn1ccc2cc(S(=O)(=O)N3CCCC3)ccc21 (stereo unspecified)	0.8%	-13%	-1%	-5%	-24%
CC(NC(=O)COC(=O)C1CC1C)c1ccccc1 (stereo unspecified)	i	65%	-3%	26%	nt
Brc1cccc(-c2nnc(SCc3nc4ccccc4[nH]3)o2)c1	7.7%	?	-3%	8%	11%
CSc1ncccc1C(=O)OCC(=O)c1cc(C)n(C)c1C	i	12%	0%	2%	nt
O=C(NCCc1cccs1)C1CCC(=O)N(CCc2cccc(F)c2)C1 (stereo unspecified)	i	-8%	0%	10%	-2%
CCOC(=O)C1C(=O)C=C(c2ccc(OC)cc2)CC1c1ccco1 (stereo unspecified)	10%	26%	-2%	-2%	-3%
C=CCNC(=S)NNC(=O)C(CC(C)C)CC(C)O (stereo unspecified)	i	-7%	-11%	7%	0%
(continued)
SMILES	inhibitors of VEEV	M. tuberculosis	influenza NS1A	M. tuberculosis HTS	Salmonella PhoP GFP	others
COc1ccc(CC(=O)Oc2cc(C)ccc2C)cc1	i	9%	-8%	4%	9%
CCCN(C(=O)COC(=O)Cn1c(=O)oc2ccccc21)c1c(N)n(Cc2ccccc2)c(=O)[nH]c1=O	3.9%	-17%	-2%	-3%	3%
COc1ccc(N=CC2=C(O)CC(C)(C)CC2=O)cc1OC	11%	-16%	-21%	4%	-20%
Cc1ccc(CC2C(=O)N(c3ccccc3)C(=O)C2C)cc1 (stereo unspecified)	5.1%	20%	-1%	1%	-8%
CCc1cc2c(N[C@@H](Cc3c[nH]c4ccccc34)C(=O)O)ncnc2s1	1.9%	-4%	-5%	0%	-3%
CCOc1ccc(C(=O)N/N=C/c2ccc(-c3ccc(S(=O)(=O)Nc4ncccn4)cc3)o2)cc1	5.4%	74%	11%	?	8%
CCCCC1(CC)COP(=O)(OCC(Cl)(Cl)Cl)OC1 (stereo unspecified)	1.9%	nt	-4%	nt	nt
Cc1cc(C(=O)N/N=C/c2ccc(-c3ccc([N+](=O)[O-])cc3C)o2)n[nH]1	2.1%	-5%	-1%	4%	10%
Cc1ccc(S(=O)(=O)N2CCC(C(N)=O)CC2)c(C)c1C	i	5%	-8%	-6%	4%
CCC1Sc2ccc(S(=O)(=O)CCC(=O)Nc3ccc(OC(F)(F)F)cc3)cc2NC1=O (stereo unspecified)	3.2%	34%	4%	3%	7%
Nc1ccccc1-c1nnc(-c2ccc(-c3ccccc3)cc2)o1	7.8%	2%	-1%	3%	6%
Cc1ccc(N2CC(C(=O)NCc3cccs3)CC2=O)cc1C (stereo unspecified)	5.9%	-2%	-2%	-14%	3%
C=C(Cl)COc1ccc2c(CCC)cc(=O)oc2c1	4.5%	33%	-9%	5%	-1%
Cc1cc(=O)[nH]c(SCC(=O)Nc2cccc(S(=O)(=O)N3CCOCC3)c2)n1	1.8%	-8%	-13%	-2%	nt
CC(C)[C@H](NC(=O)c1ccccc1F)C(=O)NCc1ccc(S(N)(=O)=O)cc1	3.7%	-11%	2%	3%	0%
COc1ccccc1N1C(=O)CC(Sc2ccccc2N)C1=O (stereo unspecified)	0.9%	2%	-8%	6%	-6%

Gathered by group: those above with two or more sulfur atoms (seven)
SMILES	inhibitors of VEEV	M. tuberculosis	influenza NS1A	M. tuberculosis HTS	Salmonella PhoP GFP	others
CC1(C)SC(=S)N(/N=C/c2ccc(O)cc2)C1N(O)C(=O)Nc1ccc([N+](=O)[O-])cc1 (stereo unspecified)	7.2%	27%	12%	-1%	-17%
O=C(Nc1nnc(SCC(=O)N2CCOCC2)s1)C1CC(=O)N(c2ccc(F)cc2)C1 (stereo unspecified)	2.7%	-7%	-8%	-11%	2%
CS(=O)(=O)OCCCCOS(C)(=O)=O	i	12%	-8%	-2%	6%
Cc1ccc2nsnc2c1S(=O)(=O)N1CCN(Cc2ccc3c(c2)OCO3)CC1	0.3%	1%	5%	38%	2%&1%
Cc1ccc(C)c(NS(=O)(=O)c2ccc3c(c2)NC(=O)CCS3)c1	1.8%	16%	3%	3%	-2%
CCC1Sc2ccc(S(=O)(=O)CCC(=O)Nc3ccc(OC(F)(F)F)cc3)cc2NC1=O (stereo unspecified)	3.2%	34%	4%	3%	7%
Cc1cc(=O)[nH]c(SCC(=O)Nc2cccc(S(=O)(=O)N3CCOCC3)c2)n1	1.8%	-8%	-13%	-2%	nt

Source: PubChem
